USP7 block = human USP7 deubiquitinase inhibition. Q93009. purified USP7, Ub-rhodamine cleavage fluorescence. inhibition, % at 20 µM. 0.3% of 47,000 active
USP17 block = human USP17-like deubiquitinase inhibition. inhibition, % at 50 µM. purified USP17, Ub-rhodamine cleavage fluorescence, 3 h. 6.5% of 47,000 active. AID 1645855
USP8 inh = blocks human USP8 ubiquitin-rhodamine cleavage. purified USP8, Ub-rhodamine cleavage fluorescence, 30 min. inhibition, % at 20 µM. 4.2% of 47,000 active. AID 1645853
OTUD3 inh = human OTUD3 deubiquitinase inhibition. purified OTUD3, Ub-rhodamine fluorescence, 2 h. 0.7% of 47,000 active. inhibition, % at 25 µM. AID 1645858
UCHL1 block = human UCHL1 deubiquitinase inhibition. purified UCHL1, Ub-rhodamine cleavage fluorescence. inhibition, % at 20 µM. 0.2% of 47,000 active
USP28 inh = human USP28 deubiquitinase inhibition; inhibition, % at 25 µM; 3% of 47,000 active; purified USP28, Ub-rhodamine cleavage fluorescence, 30 min; Q96RU2
Target sequence (Q96RU2 whole entry, looked up): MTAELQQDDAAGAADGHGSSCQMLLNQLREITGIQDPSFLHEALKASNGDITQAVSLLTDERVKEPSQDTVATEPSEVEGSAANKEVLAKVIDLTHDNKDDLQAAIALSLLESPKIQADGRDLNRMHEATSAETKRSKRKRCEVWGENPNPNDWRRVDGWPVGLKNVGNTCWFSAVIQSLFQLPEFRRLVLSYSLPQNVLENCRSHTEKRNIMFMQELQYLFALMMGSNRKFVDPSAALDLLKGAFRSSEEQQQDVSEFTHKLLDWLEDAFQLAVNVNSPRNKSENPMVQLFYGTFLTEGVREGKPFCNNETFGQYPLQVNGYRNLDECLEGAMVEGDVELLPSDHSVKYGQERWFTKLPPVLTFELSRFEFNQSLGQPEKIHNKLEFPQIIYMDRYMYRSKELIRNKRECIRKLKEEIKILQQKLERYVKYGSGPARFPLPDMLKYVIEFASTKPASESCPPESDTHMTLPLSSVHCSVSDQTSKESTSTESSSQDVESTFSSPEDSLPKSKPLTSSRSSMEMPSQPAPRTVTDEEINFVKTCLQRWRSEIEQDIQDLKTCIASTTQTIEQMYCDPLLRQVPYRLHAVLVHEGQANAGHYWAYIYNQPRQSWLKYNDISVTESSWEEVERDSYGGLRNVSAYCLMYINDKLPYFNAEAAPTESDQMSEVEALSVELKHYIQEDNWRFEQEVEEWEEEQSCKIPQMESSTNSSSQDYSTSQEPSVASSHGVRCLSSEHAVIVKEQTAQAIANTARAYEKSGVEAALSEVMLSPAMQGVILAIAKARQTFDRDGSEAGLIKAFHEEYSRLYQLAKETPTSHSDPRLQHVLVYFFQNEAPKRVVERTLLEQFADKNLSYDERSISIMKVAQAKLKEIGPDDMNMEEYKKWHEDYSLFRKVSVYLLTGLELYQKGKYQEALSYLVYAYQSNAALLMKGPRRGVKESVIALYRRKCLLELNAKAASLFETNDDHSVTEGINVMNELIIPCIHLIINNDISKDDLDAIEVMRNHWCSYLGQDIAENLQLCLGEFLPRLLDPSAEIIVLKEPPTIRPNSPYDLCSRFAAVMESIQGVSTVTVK
USP30 block = inhibitors of human USP30 deubiquitinase | Q70CQ3 | 5.3% of 47,000 active | inhibition, % at 25 µM | purified USP30, Ub-rhodamine cleavage fluorescence
USP10 block = blocks human USP10 ubiquitin-rhodamine cleavage; purified USP10, Ub-rhodamine fluorescence, 60 min; inhibition, % at 20 µM; 1.1% of 47,000 active; AID 1645856
Numbers without * were called inactive; i = inactive; nt = not tested or not shown. Cut-off read from the data, not from the text of the source: active = inhibition above about 30%; inactive = the rest. Rows are unselected (roughly 14% active in at least one column).

A first look, 11 compounds:
SMILES	USP7 block	USP17 block	USP8 inh	OTUD3 inh	UCHL1 block	USP28 inh	USP30 block	USP10 block
O=C(Nc1ccc(F)cc1)N1C[C@H]2C[C@H](C(=O)N3CCCC3)[C@@H](C1)O2	3	0	-24	6	0	13	5	1
COCCCNC(=O)COc1ccc(-c2nccc(-c3ccccn3)n2)cc1	0	-9	-15	4	-1	-10	3	-2
CCN(C(=O)c1nc(-c2cccc(F)c2)n2c1CCCCC2)c1ccccc1	-14	nt	-13	-9	-6	-10	-11	1
COc1ccnc2c1c(=O)n(CC(=O)NC1CCCC1)c(=O)n2C	1	10	0	-4	-2	-5	5	-3
CCC(=O)N1c2ccc(S(=O)(=O)NCCN(C)Cc3ccccc3)cc2CC1C (stereo not drawn)	-1	-4	-3	-4	0	0	-5	-2
Cc1ccccc1CC(=O)N1C[C@@H]2OCC(=O)N(C3CCOCC3)[C@H]2C1	7	14	23	10	2	13	23	0
CN1c2ccccc2C(=O)CS1(=O)=O	-1	4	11	-5	-2	-1	-8	-2
COc1ccccc1C(=O)N1CCCN(c2cc(-c3ccccc3)[nH]n2)CC1	-7	-35	-80	-20	-9	-32	-95	-5
COc1cc2c(cc1OC)C(COc1ccc3c(C)cc(=O)oc3c1)N(C(=O)C1CC1)CC2 (stereo not drawn)	1	-6	-17	0	0	-4	1	0
Fc1ccc(-c2noc([C@@H]3CCCN3Cc3cnc4ccccc4c3)n2)nc1	1	-3	-1	-1	0	-1	1	-2
CCN1CCN(C(=O)Cn2c(=O)n(-c3ccccc3)c3ncccc32)CC1	0	5	5	-2	-3	-4	0	-2

This part in full, repeating the preview:
SMILES	USP7 block	USP17 block	USP8 inh	OTUD3 inh	UCHL1 block	USP28 inh	USP30 block	USP10 block
O=C(Nc1ccc(F)cc1)N1C[C@H]2C[C@H](C(=O)N3CCCC3)[C@@H](C1)O2	3	0	-24	6	0	13	5	1
COCCCNC(=O)COc1ccc(-c2nccc(-c3ccccn3)n2)cc1	0	-9	-15	4	-1	-10	3	-2
CCN(C(=O)c1nc(-c2cccc(F)c2)n2c1CCCCC2)c1ccccc1	-14	nt	-13	-9	-6	-10	-11	1
COc1ccnc2c1c(=O)n(CC(=O)NC1CCCC1)c(=O)n2C	1	10	0	-4	-2	-5	5	-3
CCC(=O)N1c2ccc(S(=O)(=O)NCCN(C)Cc3ccccc3)cc2CC1C (stereo not drawn)	-1	-4	-3	-4	0	0	-5	-2
Cc1ccccc1CC(=O)N1C[C@@H]2OCC(=O)N(C3CCOCC3)[C@H]2C1	7	14	23	10	2	13	23	0
CN1c2ccccc2C(=O)CS1(=O)=O	-1	4	11	-5	-2	-1	-8	-2
COc1ccccc1C(=O)N1CCCN(c2cc(-c3ccccc3)[nH]n2)CC1	-7	-35	-80	-20	-9	-32	-95	-5
COc1cc2c(cc1OC)C(COc1ccc3c(C)cc(=O)oc3c1)N(C(=O)C1CC1)CC2 (stereo not drawn)	1	-6	-17	0	0	-4	1	0
Fc1ccc(-c2noc([C@@H]3CCCN3Cc3cnc4ccccc4c3)n2)nc1	1	-3	-1	-1	0	-1	1	-2
CCN1CCN(C(=O)Cn2c(=O)n(-c3ccccc3)c3ncccc32)CC1	0	5	5	-2	-3	-4	0	-2
Cc1c(S(=O)(=O)NC2CC2)c(C)n(C)c1-c1nnc(C2CCC2)o1	-9	8	0	0	-4	1	6	3
O=[N+]([O-])c1cccc(-c2csc(-c3ccc4c(c3)OCO4)n2)c1	5	21	31*	17	3	4	14	-1
COc1ccccc1CNC(=O)Cc1cc(-c2ccc(F)cc2)on1	1	15	-8	-12	-3	-12	0	1
CC1CCN(Cc2cccc(Cl)c2)Cc2nc3ccccc3n21 (stereo not drawn)	5	6	18	17	3	14	25	0

The list goes on; it opens with the 2 that closed the last part.
SMILES	USP7 block	USP17 block	USP8 inh	OTUD3 inh	UCHL1 block	USP28 inh	USP30 block	USP10 block
COc1ccccc1CNC(=O)Cc1cc(-c2ccc(F)cc2)on1	1	15	-8	-12	-3	-12	0	1
CC1CCN(Cc2cccc(Cl)c2)Cc2nc3ccccc3n21 (stereo not drawn)	5	6	18	17	3	14	25	0
CCN1C(=O)COc2ccc(-c3noc(-c4ccn(CC)n4)n3)cc21	-5	11	-1	6	2	0	0	-2
COc1c(C)c(OC(=O)c2c(C)c(C)c(OC(=O)c3c(C)c(C)c(O)c(C)c3O)c(C)c2OC)c(C)c(C)c1C(=O)O	5	51*	9	13	0	70*	54*	66*
COc1cc(Cl)c(C)cc1NC(=O)Cn1c(=O)n(CC(=O)NCc2ccco2)c(=O)c2ccccc21	-22	50*	64*	40*	8	39*	28	43*
CN(C)c1cccc(NC(=O)[C@@H]2C[C@]3(C)N[C@@]2(C)C(C)(C)OC3=O)c1	5	7	27	8	-1	2	4	0
Cc1ccc(S(=O)(=O)c2nc(-c3ccccc3F)oc2N2CCCCCC2)cc1	5	2	0	14	5	6	26	17
O=C(c1cccn1Cc1noc(-c2ccccc2)n1)N1CCCC1	-4	0	0	2	0	8	-7	0
CCc1cnc(N2CCC3(CCCN(c4ncccn4)C3)C2)nc1 (stereo not drawn)	1	-29	0	0	2	nt	nt	3
O=C(COc1ncnc2sccc12)Nc1ccc2c(c1)OCCO2	2	6	12	-2	-3	16	-2	-10
CCCCc1nc2sc3c(SCC(=O)NC(c4ccccc4)c4ccccc4)ncnc3c2c2c1CCC2	8	25	18	13	-1	18	27	7
CCOC(=O)c1c(NC(=O)c2cccc(C)c2)sc(C(C)=O)c1C	-4	-17	-6	-16	-3	-22	-84	-2
CNc1nc2c(c(=O)n1Cc1ccccc1)CN(C(=O)c1ccc(OC)cc1)CC2	-1	-10	-31	-6	-2	-15	0	-1
COCCN1CCC2(CC1)CC(NC(=O)c1ccc[nH]1)c1ccccc1O2 (stereo not drawn)	-1	-18	-70	-5	0	-11	-34	-10
CN(C)c1cccc(C(=O)N2CCCn3nc(-c4ccncc4)cc3C2)c1	0	-3	-16	-7	0	-6	-8	-3
CC(NC(=O)c1ccc(-c2ccccc2Cl)o1)C1CC1 (stereo not drawn)	3	10	0	5	0	11	16	4
CCCN1C(=O)COc2ccc(C(=O)c3ccccc3C(=O)O)cc21	1	-1	0	-4	-2	-1	2	-1
COc1ccc2[nH]c3c(c2c1)CCN1C(=O)N([C@@H](C)C(=O)NCCc2ccc(F)cc2)C(=O)[C@]31C	-1	-16	-40	-17	-3	-18	-60	-8
COCCC(=O)N1CC2(CCN(CC(c3ccccc3)c3ccccc3)CC2)C1	1	-1	-23	4	3	4	1	-2
COc1ccc(-c2ccnc(SCC(=O)Nc3cccc(Cl)c3Cl)n2)cc1	0	9	-45	12	2	3	30	3
O=C(Nc1cccc(-c2noc(C3CC3)n2)c1)c1n[nH]c2c1CCCC2	2	2	-1	-9	1	-9	-93	-2
O=C(Nc1nc2ccc(F)cc2s1)c1ccc2ccccc2n1	-97	-11	11	-17	-12	-29	-165	-7
O=C1NCc2ccccc2CC12CCCN2Cc1ccc(O)cc1 (stereo not drawn)	0	-14	-23	-4	-2	-3	-5	4
Cc1c(NS(=O)(=O)c2cc(F)ccc2F)cccc1-c1nc2cccnc2s1	-6	15	4	-3	-4	5	-1	-1
Cc1cccc2cc(-c3noc(-c4cccnc4)n3)c(=O)[nH]c12	3	20	-1	-2	-1	-2	24	-1
CC(C)(C)c1ccc(S(=O)(=O)N2CCc3nc[nH]c3C2)cc1	3	0	-3	0	2	0	4	2
Fc1ccccc1CNc1cc(-n2cccn2)ncn1	-2	nt	-17	-3	-3	16	-16	-4
O=c1oc2ccccc2cc1S(=O)(=O)N1CCCCC1	-5	5	-4	1	-5	-2	0	1
Cc1cccc(N2CCN(C(=O)c3csc(C(=O)NC4CC4)n3)CC2)c1C	-7	-14	-15	-5	0	-4	-7	1
CCc1nnc(C2CCN(S(=O)(=O)c3ccc(Cl)cc3)CC2)s1	-3	16	0	-1	-1	-3	6	2
COCCN1C(=O)c2ccccc2C(C(=O)Nc2cccc(OC)c2)C12CCCC2 (stereo not drawn)	-4	0	1	2	-1	-6	2	-2
CCN1C(=O)[C@H]2CN(Cc3cccnc3)C[C@H]2C12CCN(S(=O)(=O)CC(C)C)CC2	1	-2	0	-10	-1	-15	-17	-2
CC(=O)Nc1ccc(S(=O)(=O)N2CCC([C@@H]3NC(=O)N[C@H]4OCC[C@H]43)CC2)cc1	5	4	-37	4	1	0	11	-1
CC(C)CN1Cc2c(C(=O)N3CCCC3)ncn2-c2ccccc2S1(=O)=O	-4	1	2	3	-3	-2	2	0
COc1cc(OC)c(NC(=O)Cn2c(=O)n(Cc3ccccc3Cl)c(=O)c3cc(OC)c(OC)cc32)cc1Cl	3	29	26	24	0	36*	60*	36*
O=C(CCc1nc2ccccc2s1)Nc1ccc(F)c(F)c1	-41	-30	-15	-30	-4	-34	-70	-7
CC(C)C(NS(=O)(=O)c1ccc2c(c1)OCCO2)C(=O)Nc1cccc(F)c1 (stereo not drawn)	7	44*	21	15	3	27	39*	6
Cn1ccc(-c2cc(C(=O)NCc3ccccn3)c3ccccn23)n1	-7	-29	36*	-44	-7	-48	-193	-3
COc1cccc(CC(=O)N2CCCc3c(cnn3C)C2)c1	-2	14	13	8	-2	2	-13	-5
Cc1sc2c(=O)n(C(C)C)cnc2c1C(=O)NCc1ccccc1	-4	0	-15	-17	-1	-15	-108	-3
Cc1cc2n(n1)CCC(=O)N2C(C)C(=O)NCc1ccccc1C (stereo not drawn)	-2	nt	-1	1	0	-9	-2	1
Cc1nn(C)c2c1[C@@H](c1ccc3c(c1)OCCO3)[C@H](NC(=O)c1ccc(Cl)cc1)C(=O)N2	0	0	-8	5	1	18	7	-2
COc1ccc(CNC(=O)c2ccc3ncnc(N4CCOCC4)c3c2)cc1	4	12	22	12	3	13	25	0
O=S(=O)(Cc1noc(-c2ccc(OC(F)(F)F)cc2)n1)c1ccc(F)cc1	-2	4	-9	3	-1	1	9	-3
Cc1ccc(-c2noc3c(=O)[nH]cnc23)cc1	0	-26	-11	4	2	1	-24	2
O=C(c1ccc(-n2cccn2)nc1)N1CCCC1c1cnccn1 (stereo not drawn)	2	1	1	7	1	7	-2	-3
O=S(=O)(c1ccccc1Cl)N1CCN(c2ccc3nnc(-c4ccco4)n3n2)CC1	34*	72*	50*	28	40*	34*	38*	39*
Cn1cnc(C(=O)N2CCCC23CCN(C(=O)c2cscn2)C3)c1 (stereo not drawn)	1	-11	-74	0	-3	-6	3	-3
CN(C)S(=O)(=O)c1ccc(Cl)c(NC(=O)CN2CCN(c3ccccn3)CC2)c1	1	-9	-2	9	2	0	11	-3
CCc1noc(-c2ccnc(-n3cnc(C(=O)NC4CCCCC4)c3)c2)n1	0	3	13	-4	-3	-3	4	0
COc1ccccc1N1CCN(C(=O)CCn2cnc3ccccc3c2=O)CC1	-2	-7	-5	0	-2	-4	0	-1
O=S(=O)(NCC(c1ccccc1)n1cc(-c2ccccc2)nn1)c1ccc(Cl)cc1 (stereo not drawn)	3	-17	-49	0	-1	-3	1	10
O=C(C1CCC1)N1CCc2cc(S(=O)(=O)NCCCN3CCN(c4ccccc4F)CC3)ccc21	-2	8	17	8	1	-3	13	-4
CCOC(=O)c1noc2ncnc(NCc3cccc(OC)c3)c12	-4	nt	70*	4	-1	1	-2	3
Cc1ccc(C(=O)N2C[C@H](OCC3CCOCC3)[C@H]3OCCC[C@H]32)o1	-3	-12	-14	5	3	-3	-15	-3
O=C(/C=C/c1ccc(F)cc1)NCC1(c2ccccc2)CCCC1	9	2	-7	16	4	-1	3	12
COc1nccnc1NC1CCN(C(=O)NCC2CCCO2)CC1 (stereo not drawn)	3	8	11	10	0	4	18	-3
Cc1nn2c(CNC(=O)c3cccc(C#N)c3)c(C)nc2s1	0	-4	-5	-4	-3	-8	-8	0
Cc1nc(N2CCN(c3ccc(F)cc3)CC2)[nH]c(=O)c1Cc1ccccc1	0	0	0	0	-1	-7	-4	5
Fc1ccc(OCCN2CCOC(c3ccc(Nc4ccccn4)cn3)C2)cc1 (stereo not drawn)	3	-3	6	6	3	-2	-1	-1
Cc1ccc(-c2noc(-c3ccc(N4CCC5(CC4)OCCO5)nc3)n2)cc1	0	1	5	-3	-3	-5	-1	1
O=S(=O)(c1ccc(Cl)cc1)N1CCc2nc[nH]c2C1	2	2	-205	0	-2	-12	0	0

The listing continues.
SMILES	USP7 block	USP17 block	USP8 inh	OTUD3 inh	UCHL1 block	USP28 inh	USP30 block	USP10 block
CCCCOc1ccc(-c2nc(SCCc3ccccc3)c3c4c(sc3n2)COC(C)(C)C4)cc1	-12	-15	-34	-42	-2	-37	-174	-10
COc1ccccc1C1CN(C(C)=O)CCN1C(=O)c1cnco1 (stereo not drawn)	4	6	7	10	0	4	13	-1
Cc1ccccc1-c1nnc(SCc2noc(CCC(=O)Nc3ccccc3)n2)o1	-3	-16	-113	7	2	11	17	6
O=C(CSc1ncnc2c1sc1cccc(F)c12)N1CCCCCC1	-136	-168	-340	-197	-151	-292	i	-7
COc1cccc(C(=O)NCCOc2ccc(-c3ccc(F)cc3)nn2)c1	-1	-7	-10	-10	-2	9	1	1

Screening data deposited in PubChem BioAssay by Dana-Farber Cancer Institute and Novartis Institutes for BioMedical Research (Cambridge, Mass).
